Compound activity: PubChem BioAssay, several laboratories
Bcl-B displacement = displacers of TR3 peptide from Bcl-B, primary screen, selectivity assay for Bfl-1 inhibitor project, biochemical, fluorescence polarization. Bcl-2-like protein 10 (Homo sapiens). FP displacement of FITC-TR3 peptide from Bcl-B; higher % means a stronger effect. displacement, % at 20 µM; hits with a dose series show IC50 in µM. hit rate 0.11% among 96,000;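 active = displacement above 50% at 20 µM plus a fluorescence interference ratio under 1.5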;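 note: plate controls were wells without compound for no effect and wells lacking Bcl-B protein for full effect; a part of the inactive calls stands beside numbers as strong as those of hits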
IL1B NFkB inh = inhibitors of IL-1B driven NFkB p65 nuclear import, primary screen, imaging, HUVEC, IL-1B stimulus, high-content imaging; HUVEC IL-1B NFkB p65 nuclear translocation imaging; inhibition, % at 2 µM; hit rate 0.43% among 94,000;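 active = inhibition above about 30% together with a positive call from visual inspection of the well image, limit read from the data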;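 note: nuclear over cytoplasmic p65 intensity ratio measured by imaging; 0% = IL-1B stimulated DMSO wells and 100% = unstimulated DMSO wells; values of inactives mirror those of a sister screen read the other way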
MRP resist rev = reversal of MRP1-mediated doxorubicin resistance, primary screen, H69AR cells, doxorubicin co-treatment; H69AR cells + 2 uM doxorubicin, CellTiter-Glo, 72 h; differential viability (reversal), % at 10 µM; hit rate 0.04% among 85,000;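 active = viability drop by adding the cancer drug above about 55%, with treated viability meeting a 40% cutoff, limit read from the data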;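 note: viability without doxorubicin minus viability with 2 µM doxorubicin for each compound; larger differential means the compound sensitizes cells more to doxorubicin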
IL1B NFkB pot = enhancers of NFkB p65 translocation in HUVEC – imaging, IL-1B stimulus, high-content imaging, primary screen; activation, % at 2 µM; HUVEC IL-1B NFkB p65 nuclear translocation imaging; hit rate 0.3% among 94,000;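 active = activation above 40%, about the mean plus 3 SD, also judged a hit on visual image review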;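 note: percent activation is computed from the nuclear over cytoplasmic p65 intensity ratio; values of inactives mirror those of a sister screen read the other way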
PLAP inhibitors HTS = PLAP enzyme inhibitors, biochemical, luminescence, HTS (AID 690); purified PLAP, luminescent substrate; higher % means a stronger effect; Alkaline phosphatase, placental type (Homo sapiens); hit rate 0.08% among 96,000; inhibition, % at 20 µM; hits with a dose series show IC50 in µM; in the data active = a potency from the dose series; inactive = the rest, 99 in 100 with inhibition below about 30%; note: strong numbers were not always called active
MRP resist rev cytotoxicity = second read-out of MRP resist rev, no call of its own (marks repeat the call); viability, %; H69AR cells, CellTiter-Glo, 72 h; measured here: cytotoxicity without doxorubicin
MRP resist rev with doxorubicin = further read-out of MRP resist rev, marked with its call; viability, %; measured here: viability with 2 uM doxorubicin; hits give low values
IL1B NFkB inh cell count 2 µM = also measured in IL1B NFkB inh; calls as there; cell count; measured here: cells passing quality filter;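 raw number of nuclei counted in each imaged well without normalization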
IL1B NFkB pot cell count 2 µM = also measured in IL1B NFkB pot; calls as there; cell count; measured here: cells passing quality filter
An asterisk follows results filed as active; · = not tested or not shown. These rows are one share of the data; the hit share may differ from the screen's.

SMILES	Bcl-B displacement	IL1B NFkB inh	IL1B NFkB inh cell count 2 µM	MRP resist rev	MRP resist rev cytotoxicity	MRP resist rev with doxorubicin	IL1B NFkB pot	IL1B NFkB pot cell count 2 µM	PLAP inhibitors HTS
Cc1ccc(S(=O)(=O)N2c3ccccc3NC(=O)C2CC(=O)Nc2ccccc2)cc1 (configuration not stated)	-4.4%	-13.3	127	-6.5	92.1	98.6	13.3	127	-24.4%
O=C(CSc1nnc(-c2ccc(Cl)cc2Cl)n1C1CCCCC1)N1CCCC1	-1.6%	1.0	105	1.5	83.0	81.6	-1.0	105	-104.3%
Cc1ccc(C(=O)Nc2cc3c(oc2=O)CCCC3=O)cc1	5.3%	-7.0	99	·	·	·	7.0	99	1.6%
O=C(Nc1cccc(Cl)c1)N1CCSc2cc(Cl)ccc21	-5.2%	24.9	143	·	·	·	-24.9	143	4.8%
O=C(Nc1ccc(Cc2ccncc2)cc1)c1ccc(S(=O)(=O)N2CCOCC2)cc1	-0.2%	2.8	192	-11.9	65.5	77.4	-2.8	192	-32.8%
COc1ccc(N2CCN(C(=O)CSc3nnc(Cn4nnc5ccccc54)n3C)CC2)cc1	-3.0%	-6.4	135	5.8	86.7	80.9	6.4	135	-54.9%
Cn1nnnc1SCc1cccc(CSc2nnnn2C)n1	6.6%	-11.0	173	8.9	92.1	83.3	11.0	173	-6.1%
Cc1onc(-c2ccccc2Cl)c1-c1nc(-c2ccncc2)no1	1.8%	-13.1	176	12.5	104.8	92.3	13.1	176	-55.0%
COc1ccc(N(CC(=O)NC2CCCC2)C(=O)CCC(=O)Nc2cc(C)on2)c(OC)c1	3.0%	-2.4	182	-1.1	90.5	91.7	2.4	182	-53.2%
CCn1c(=O)[nH]c2ccccc2c1=O	3.9%	4.4	141	-9.3	82.7	92.0	-4.4	141	-0.4%
Cc1ccsc1/C=N/N1CCN(c2ccccc2)CC1	-7.5%	-19.3	78	·	·	·	19.2	78	-15.3%
Cc1cc(C(=O)NC(C)c2ccncc2)no1 (configuration not stated)	8.5%	·	·	4.3	87.8	83.4	·	·	-23.6%
O=C(CSc1ncnc2nc[nH]c12)NCCc1ccccc1	3.5%	-3.7	102	-16.1	90.0	106.1	3.7	102	11.9%
Cn1c(SCC(=O)NCc2cccs2)nnc1-c1cccs1	-6.9%	-14.4	141	12.7	90.1	77.4	14.4	141	-8.0%
COc1ccc(OC)c(-c2csc(N(Cc3ccco3)C(=O)c3cccs3)n2)c1	-44.1%	-16.0	190	-7.6	8.8	16.5	16.0	190	-3.0%
CC(C)CNC(=O)CSc1nnc(CN2CCCCCC2=O)n1-c1ccccn1	-1.6%	-6.5	179	-10.6	96.4	107.0	6.5	179	4.1%
CCOC(=O)c1[nH]c2ccc(OC)cc2c1NC(=O)CCN1CCc2ccccc2C1	2.1%	·	·	-7.6	71.3	78.9	·	·	-51.4%
Cc1ccc(NC(=O)CC2SCCNC2=O)cc1Cl (configuration not stated)	-4.2%	·	·	10.5	91.1	80.7	·	·	9.9%
CCOC(=O)N1CCC(NC2CCCCCCC2)CC1	-3.9%	-8.4	117	-3.1	95.8	98.8	8.4	117	-47.6%
CCOC(=O)C1=C(C)Nc2ncnn2C1c1c[nH]c2ccccc12 (configuration not stated)	6.5%	-15.4	186	3.4	101.8	98.3	15.4	186	-21.5%
CCc1ccc2c(COn3nnc4ccc(S(=O)(=O)N(C)C)cc43)cc(=O)oc2c1	0.1%	1.2	109	-19.5	42.3	61.8	-1.2	109	-60.3%
O=C(O)CCCC(=O)N1CCN(c2nc(-c3ccccc3)c3ccccc3n2)CC1	-0.4%	3.9	141	-1.5	96.9	98.4	-3.9	141	-74.7%
CCCN1Cc2cccc(C(=O)NCc3ccccc3OC)c2C1=O	18.5%	·	·	10.4	88.2	77.8	·	·	-2.4%
COc1ccc(Nc2nc(C)cc(=O)[nH]2)cc1	9.1%	-4.2	188	0.1	91.1	91.0	4.2	188	0.2%
CCOc1ccc(N2C(=O)CC(SC(=NC)Nc3cccc(F)c3)C2=O)cc1 (configuration not stated)	2.6%	-29.3	129	1.2	86.5	85.3	29.3	129	0.3%
Cc1c(NC(=O)c2ccccc2N)cccc1C(=O)O	-0.3%	2.8	99	0.4	88.3	88.0	-2.8	99	0.4%
O=c1cc(-c2ccccc2)c2ccccc2[nH]1	-5.6%	-3.6	206	-0.6	81.4	82.0	3.6	206	26.5%
COC(=O)c1nc(-c2ccc(C)cc2)oc1N(C)C	-11.5%	-6.6	192	2.6	87.0	84.3	6.6	192	9.3%
O=C(NCc1ccco1)c1cnn2c(C(F)(F)F)cc(-c3cccs3)nc12	1.5%	-1.2	73	1.7	7.1	5.3	1.2	73	-5.3%
COc1cc(NC(=S)N2CCN(C(c3ccccc3)c3ccccc3)CC2)cc(OC)c1	15.7%	-11.6	122	·	·	·	11.6	122	-22.5%
CCC(C(=O)c1ccccc1)N(C(=O)c1ccccc1Cl)N1C(=O)C2C3C=CC(C3)C2C1=O (configuration not stated)	-6.2%	9.9	177	·	·	·	-9.9	177	-29.4%
CCc1ccc(NC2=NCC(=O)N2c2ccc3c(c2)OCCO3)cc1	·	3.3	150	19.6	94.2	74.6	-3.3	150	·
CCc1c(C(=O)N/N=C/c2ccc(C)o2)csc1C	·	-17.4	123	16.4	101.9	85.6	17.4	123	·
Cc1noc(C)c1S(=O)(=O)Nc1ccc(C(=O)N2CCN(c3ccc(Cl)cc3)CC2)cc1	-1.1%	1.6	191	·	·	·	-1.6	191	-9.8%
CCN(CC)c1nc(Nc2ccccc2)nc(Oc2ccc(=O)n(C)n2)n1	6.4%	·	·	-8.0	58.5	66.5	·	·	-2.5%
C=CCNC(=S)N/N=C/c1ccc(-c2cc(Cl)ccc2Cl)o1	-6.2%	-14.9	127	·	·	·	14.9	127	28.1%
Cc1cccc(CS(=O)(=O)Cc2ccc(C(=O)O)o2)c1	-7.8%	-18.4	118	·	·	·	18.4	118	2.4%
CC(=O)N1CCc2cc(S(=O)(=O)NC(C(=O)NCc3ccccc3)C(C)C)ccc21 (configuration not stated)	-1.5%	-4.5	131	9.1	89.4	80.3	4.5	131	-13.6%
N#Cc1c(C(F)(F)F)cc(-c2ccccc2)nc1SCc1nc(N)nc(N2CCOCC2)n1	-16.1%	·	·	-8.3	20.7	29.1	·	·	-48.8%
CC(C)(C)c1ccc(OC(=O)c2cccnc2)cc1	·	-12.5	169	8.2	104.9	96.7	12.5	169	·
CC(=O)N(C)c1ccc(NC(=O)/C=C/c2ccccc2Cl)cc1	2.2%	-16.2	170	·	·	·	16.2	170	0.9%
Cc1nc2ccccc2n1-c1nc(-c2ccco2)cc(C(F)(F)F)n1	-18.2%	·	·	·	·	·	·	·	9.7%
CN(C)c1ccc(N/C=C/C(=O)C(C)(C)C)cc1	-15.5%	-4.3	192	-10.0	53.6	63.6	4.3	192	6.4%
COCCNc1nc(=S)[nH]c2cc(OC)c(OC)cc12	9.0%	1.1	195	·	·	·	-1.1	195	-9.1%
CCCCOC(=O)C1=C(C)Nc2ncnn2C1c1cc(OC)c(OC)cc1OC (configuration not stated)	3.8%	11.6	145	7.8	93.0	85.2	-11.6	145	-23.5%
O=C(c1cnn2c(C(F)(F)F)cc(-c3ccco3)nc12)N1CCCc2ccccc21	3.4%	-1.0	95	24.9	94.9	70.0	1.0	95	10.7%
Oc1ccc2ccccc2c1CN1CCN(c2ccccc2F)CC1	-6.5%	6.1	50	-4.5	83.2	87.7	-6.1	50	14.6%
O=C(NCC1CCCO1)c1ccc2c(c1)C(=O)N(C1CCCCC1)C2=O (configuration not stated)	-2.8%	-3.9	206	15.3	99.8	84.5	3.9	206	-11.2%
CN(C)c1ccc(C(c2nnnn2C2CCCCC2)N2CCN(C(=O)c3ccco3)CC2)cc1 (configuration not stated)	·	-6.0	156	24.1	99.7	75.6	6.0	156	·
O=C(CCNS(=O)(=O)c1cccs1)NCc1ccccc1	16.8%	-2.6	156	5.2	94.9	89.7	2.6	156	-13.5%
O=c1cc2c(nn1Cc1ccc(Cl)cc1)-c1ccccc1CC2	-3.1%	·	·	14.6	106.7	92.1	·	·	-97.3%
Cc1ccc2c(c1)N(CCC(=O)NCc1cccs1)C(=O)C(C)O2 (configuration not stated)	4.9%	-0.8	151	3.7	87.4	83.7	0.8	151	19.9%
COc1ccc2nc(NC(=O)c3ccoc3C)sc2c1	1.5%	-2.0	144	-8.9	22.8	31.7	2.0	144	-4.2%
COc1cc2c(cc1OC)C(=O)CCS2	-3.4%	·	·	·	·	·	·	·	-4.3%
CC(C)c1ccc(NC(=O)C(c2ccc3c(c2)OCO3)N2CCCCC2)cc1 (configuration not stated)	-2.4%	-7.4	134	3.0	83.1	80.0	7.4	134	-60.5%
Cc1ccc(NC2=NCCCCC2)cc1C	-2.4%	2.6	180	-0.4	93.9	94.2	-2.6	180	9.2%
CCOC(=O)C1CCN(S(=O)(=O)c2ccc3[nH]c(=O)oc3c2)CC1	-2.6%	5.8	45	-3.3	77.7	81.0	-5.8	45	-12.1%
O=C(Nc1ccc2c(c1)OCCO2)C1CCN(S(=O)(=O)c2ccc(Br)s2)CC1	5.7%	6.7	152	-10.3	77.8	88.1	-6.7	152	-21.8%
CN(C(=O)COc1cccc(Br)c1)C1CCS(=O)(=O)C1 (configuration not stated)	8.8%	8.3	105	39.3	119.7	80.3	-8.3	105	-3.2%
CCOC(=O)C1=C(C)NC(=O)CC1c1ccccc1 (configuration not stated)	-10.8%	-6.2	143	21.5	104.2	82.7	6.2	143	2.9%
CSc1nnc2c3ccccc3c3ccccc3c2n1	-0.8%	10.2	153	·	·	·	-10.2	153	-4.9%
COc1cccc(NC2SC(=O)N(c3ccccc3)C2=O)c1 (configuration not stated)	0.9%	·	·	-4.1	82.9	87.0	·	·	9.6%
Cc1nn(C)cc1NC(=O)CCSc1nc(-c2ccco2)cc(C(F)(F)F)n1	-3.2%	-5.3	177	3.5	81.3	77.8	5.3	177	-12.9%

7 entries already listed, ordered by SMILES length, highest first.
SMILES	Bcl-B displacement	IL1B NFkB inh	IL1B NFkB inh cell count 2 µM	MRP resist rev	MRP resist rev cytotoxicity	MRP resist rev with doxorubicin	IL1B NFkB pot	IL1B NFkB pot cell count 2 µM	PLAP inhibitors HTS
CN(C)c1ccc(C(c2nnnn2C2CCCCC2)N2CCN(C(=O)c3ccco3)CC2)cc1 (configuration not stated)	·	-6.0	156	24.1	99.7	75.6	6.0	156	·
O=C(Nc1ccc2c(c1)OCCO2)C1CCN(S(=O)(=O)c2ccc(Br)s2)CC1	5.7%	6.7	152	-10.3	77.8	88.1	-6.7	152	-21.8%
O=C(NCC1CCCO1)c1ccc2c(c1)C(=O)N(C1CCCCC1)C2=O (configuration not stated)	-2.8%	-3.9	206	15.3	99.8	84.5	3.9	206	-11.2%
CN(C(=O)COc1cccc(Br)c1)C1CCS(=O)(=O)C1 (configuration not stated)	8.8%	8.3	105	39.3	119.7	80.3	-8.3	105	-3.2%
COc1cccc(NC2SC(=O)N(c3ccccc3)C2=O)c1 (configuration not stated)	0.9%	·	·	-4.1	82.9	87.0	·	·	9.6%
COc1ccc2nc(NC(=O)c3ccoc3C)sc2c1	1.5%	-2.0	144	-8.9	22.8	31.7	2.0	144	-4.2%
COc1cc2c(cc1OC)C(=O)CCS2	-3.4%	·	·	·	·	·	·	·	-4.3%
